# SV40 large T antigen: SV40 large T antigen inhibitors, biochemical (AID 1903); SV40 large T antigen ATPase/helicase inhibition assay; higher % means a stronger effect; inhibition, % at 20 µM, or IC50 in µM where a hit was titrated; 0.39% of 310,000 active; in the data active = a potency from the dose series; inconclusive = inhibition mostly from about 32% at the one dose, without a potency; inactive = the rest, 99 in 100 with inhibition below about 32%; also: strong numbers were not always called active
# NTR1 agonist: agonists of NTR1, primary screen, imaging, U2OS cells, beta-arrestin-GFP, high content (AID 493036) | Neurotensin receptor type 1 (Homo sapiens), P30989 | NTR1-U2OS beta-arrestin-GFP spot imaging, agonist mode | activation, % at 20 µM | 0.17% of 330,000 active;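 active = activation at or above 40% of the spot to cytoplasm intensity ratio, with at least 20 cells analyzed; inconclusive = wells under 20 cells, flagged as cytotoxic or low count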;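 also: 0% = DMSO without peptide and 100% = 100 nM NTR1 peptide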
# Target sequence (P30989 whole entry, looked up): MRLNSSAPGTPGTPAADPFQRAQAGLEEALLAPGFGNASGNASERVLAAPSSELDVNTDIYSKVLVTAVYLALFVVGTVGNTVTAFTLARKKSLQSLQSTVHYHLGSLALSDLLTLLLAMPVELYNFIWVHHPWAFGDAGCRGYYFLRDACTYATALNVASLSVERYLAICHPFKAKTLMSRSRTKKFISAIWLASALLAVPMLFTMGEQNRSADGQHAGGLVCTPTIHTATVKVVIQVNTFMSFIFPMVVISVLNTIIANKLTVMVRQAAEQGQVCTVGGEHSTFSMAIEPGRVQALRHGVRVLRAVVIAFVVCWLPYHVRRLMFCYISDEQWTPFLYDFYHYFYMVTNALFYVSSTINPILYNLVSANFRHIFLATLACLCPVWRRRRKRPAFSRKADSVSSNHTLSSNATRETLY
# West Nile antiviral: West Nile virus antiviral activity, cell-based, CPE readout (AID 1621) | 0.02% of 290,000 active | West Nile virus-infected cells, CPE inhibition; higher % means a stronger effect | CPE inhibition, % at 10 µM; hits with a dose series show IC50 in µM; in the data active = a potency from the dose series; inconclusive = CPE inhibition mostly from about 3.7% at the one dose, without a potency; inactive = the rest, 99 in 100 with CPE inhibition below about 2.2%; also: strong numbers were not always called active
# UTI89 phage lysis: inhibition of K1F phage lysis, E. coli UTI89, bacterial capsule biogenesis inhibitors, alamar blue (AID 488966). E. coli UTI89 K1F phage lysis, alamar blue, 2 h; higher % means a stronger effect. inhibition, % at 100 µM, or IC50 in µM where a hit was titrated. 0.02% of 340,000 active;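 active = phage lysis inhibition, versus mean bacterial control, above a set limit; inconclusive = no clear call, values can overlap the other calls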;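 also: capsule biogenesis inhibitors block K1F phage lysis so surviving cells raise fluorescence; higher fluorescence means more inhibition of phage lysis; actives were called in the ten point dose series up to 300 µM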
# AID2073: inhibitors of Mint1-CaV2.2 protein interaction, biochemical, HTRF (AID 2073); Voltage-dependent N-type calcium channel subunit alpha-1B (Homo sapiens); HTRF protein-protein interaction, Mint1-CaV2.2; higher % means a stronger effect; one-dose inhibition, % at 20 µM; IC50 in µM for titrated hits; 0.19% of 290,000 active; in the data active = inhibition mostly above about 51%, no sharp cut-off; inconclusive = no clear call, values can overlap the other calls; inactive = mostly below about 53%; also: some results filed as inactive read as strong as hits
# SIAH1 antagonists: Siah-1 peptide-binding antagonists, primary screen, biochemical, fluorescence polarization, rhodamine-plectin, uHTS (AID 1817); E3 ubiquitin-protein ligase SIAH1 (Homo sapiens); Siah-1 / rhodamine-plectin peptide fluorescence polarization; higher % means a stronger effect; displacement, % at 20 µM, or IC50 in µM where a hit was titrated; 0.02% of 290,000 active;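 active = displacement of at least 50% at 20 µM, with a fluorescence ratio check between 0.3 and a set limit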;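 also: plate controls were Siah plus tracer with DMSO for no effect and tracer alone without Siah for full effect; strong numbers were not always called active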
# Dengue-2 NS5 capping: Dengue-2 NS5 methyltransferase inhibitors, primary screen, biochemical, confirmation dose response (AID 588689). Dengue-2 NS5 methyltransferase capping enzyme assay, biochemical; higher % means a stronger effect. 0.3% of 340,000 active. Genome polyprotein (Dengue virus type 2 (strain 16681-PDK53)). inhibition, % at 25 µM, or IC50 in µM where a hit was titrated; in the data active = a potency from the dose series; inconclusive = inhibition above about 29% without an active follow-up result
# MgcRacGAP inhibition: MgcRacGAP GTPase-activating activity inhibitors, confirmation, biochemical, ADP Hunter fluorescence. Rac GTPase-activating protein 1 (Homo sapiens). MgcRacGAP-stimulated Rac1 GTP hydrolysis, ADP Hunter fluorescence; higher % means a stronger effect; GST-tagged Rac1 F28L mutant substrate. one-dose inhibition, % at 30 µM; IC50 in µM for titrated hits. 0.6% of 340,000 active. AID 624330, 2012;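 active = first-screen hits whose inhibition reached a set limit at any dose in the follow-up dose series; inconclusive = inhibition above the set first-screen limit but never retested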;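 also: fluorescence reports GDP produced by GAP-driven GTP hydrolysis; strong numbers were not always called active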
# RSV CPE inhibition: RSV antiviral activity via CPE protection, HEp-2 cells, primary 10 µM value included (AID 2391); HEp-2 cells, RSV-induced CPE inhibition; higher % means a stronger effect; CPE inhibition, % at 10 µM, or IC50 in µM where a hit was titrated; 0.13% of 310,000 active; in the data active = a potency from the dose series; inconclusive = CPE inhibition mostly from about 23% at the one dose, without a potency; inactive = the rest, 99 in 100 with CPE inhibition below about 21%; also: strong numbers were not always called active
# NTR1 agonist cell count 20 µM: further read-out of NTR1 agonist, marked with its call; cell count; measured here: cell count, cytotoxicity flag
# Numbers without * were called inactive; ? = inconclusive; nt = no result given; [ ] = remark or other dose.
SMILES,SV40 large T antigen,NTR1 agonist,NTR1 agonist cell count 20 µM,West Nile antiviral,UTI89 phage lysis,AID2073,SIAH1 antagonists,Dengue-2 NS5 capping,MgcRacGAP inhibition,RSV CPE inhibition
CC[C@@H](C)[C@@H]1CN([C@@H](C)CN2CCC[C@H]2CN2C(N)=NC[C@H]2CC(C)C)C(=N)N1CCc1ccc(Cl)c(Cl)c1,nt,-2.4,51,nt,8.8%,nt,nt,-0.4%,13.7%,nt
N#Cc1ccccc1S(=O)(=O)N1CCN(Cc2c(O)ccc3ccccc23)CC1,nt,5.6,64,nt,-0.8%,nt,nt,-5.1%,5.6%,0.6%
O=[N+]([O-])c1cccc(-c2nc(-c3cccs3)c(-c3cccs3)[nH]2)c1,1.5%,27.3,62,nt,0.2%,-2.0%,-2.7%,0.4%,6.7%,?
Cc1ccc(SCC(=O)NNC(=O)CNC(=O)c2ccc(Br)cc2)cc1,nt,3.3,66,nt,0.3%,nt,nt,-5.4%,5.2%,nt
CC(C(=O)NCc1ccccc1)N1C(=O)c2ccccc2C1=O (stereo not drawn),1.6%,-0.5,51,-0.3%,-0.2%,-5.0%,4.7%,-1.2%,4.4%,0.5%
COc1ccc2oc(C(=O)OC(C)C(=O)N3C(C)CCCC3C)c(C)c2c1 (stereo not drawn),nt,3.5,60,nt,2.1%,nt,nt,-6.2%,1.8%,nt
Cc1nc(-c2cccnc2)sc1C(=O)Nc1ccc(F)cc1F,10.4%,-3.1,95,-0.2%,0.2%,25.7%,-3.0%,2.9%,10.7%,5.7%
CCn1c(SCC(=O)NCc2ccc3c(c2)OCO3)nnc1-c1cccs1,-4.5%,0.1,73,-0.6%,4.3%,-2.7%,9.8%,-4.0%,7.0%,-0.5%
S=C(Nc1ccccc1)Nc1ccc(Cl)cn1,10.9%,4.5,62,-0.2%,0.2%,-5.3%,2.8%,-1.5%,5.6%,-0.8%
COc1ccc(S(=O)(=O)N(CCc2ccccc2)CC(=O)NC(C)C)cc1,11.6%,-2.3,53,-0.4%,4.3%,-4.2%,-1.4%,1.6%,-5.2%,2.1%
Cc1nc2ccc(NC(=O)NCCCO)cc2s1,18.7%,1.6,48,0.1%,0.7%,-0.3%,-4.0%,-5.0%,12.5%,2.8%
Cn1c(=O)[nH]c(=O)c2c1nc(Br)n2CCSc1nc2ccccc2o1,nt,0.2,66,1.0%,0.6%,-0.3%,1.9%,2.7%,10.7%,1.5%
Cc1cccn2c(CNC3CCCc4ccccc43)c(C(=O)N3CCCCC3)nc12 (stereo not drawn),4.7%,0.9,29,0.8%,0.7%,4.9%,14.7%,-9.5%,56.9%,-1.4%
COc1ccc(NC(=O)CSCC(=O)Nc2ccc(S(=O)(=O)N3CCOCC3)cc2)cc1,nt,0.8,90,nt,1.8%[50 µM],nt,nt,0.7%,4.5%,0.5%
COc1ccc(S(=O)(=O)NCc2cccnc2)cc1OC,-6.8%,0.2,71,-0.7%,0.2%,4.9%,8.6%,-4.0%,13.9%,-0.1%
COc1cc(NC(=O)CN2C(=O)c3ccccc3S2(=O)=O)c(OC)cc1Cl,0.4%,-0.7,45,0.0%,-0.3%,-0.3%,1.9%,-7.2%,2.7%,0.6%
CCCN(C(=O)c1cc(C)ccc1C)c1c(N)n(Cc2ccccc2)c(=O)[nH]c1=O,nt,-1.9,51,nt,0.4%[50 µM],nt,nt,-0.7%,5.4%,0.1%
O=C1C2C3C=CC(C3)C2C(=O)N1c1nc2ccccc2s1 (stereo not drawn),7.7%,1.3,50,0.3%,-0.2%,2.8%,0.0%,-9.6%,11.3%,0.4%
COc1ccc(C(=O)Nn2c(CC(C)C)nc3cc(Cl)ccc3c2=O)c(OC)c1,14.8%,0.5,45,-1.2%,-0.3%,-2.5%,1.1%,-2.7%,13.8%,11.6%
CCOC(=O)c1ccc(-c2ccc(/C=N/NC(=O)CN(c3ccccc3Br)S(C)(=O)=O)o2)cc1,24.0%,0.3,41,-0.6%,2.8%,17.6%,-5.0%,-1.4%,1.1%,40.3%
COc1cccc(C(=O)Nc2ccc(NC(=O)c3ccco3)cn2)c1,26.4%,-1.6,38,0.1%,0.1%,-6.6%,0.5%,-1.6%,15.1%,-0.1%
O=[N+]([O-])c1ccc(/C=N\NS(=O)(=O)c2ccc(F)cc2)o1,35.7%,0.3,51,-0.7%,-2.5%[50 µM],-7.0%,-0.3%,4.2%,5.0%,0.3%
Cc1sc2nc(CN3CCOCC3)nc(N3CCC(C(N)=O)CC3)c2c1C,nt,0.4,91,0.1%,-0.1%,nt,nt,-4.7%,-3.6%,1.9%
Cn1nc(C(=O)N2CCN(c3ccc(F)cc3)CC2)c2c1-c1ccccc1S(=O)(=O)C2,13.7%,-0.3,57,-0.2%,0.2%,0.2%,3.5%,-3.6%,6.8%,3.3%
Cc1cc(C)cc(NC(=O)Cn2nnc(C(=O)NCc3ccccc3Cl)c2N)c1,-7.7%,-0.4,65,-0.1%,0.2%,8.2%,-6.3%,-13.8%,-7.1%,-2.0%
CCCC(C)NC(=O)CSc1nnc2ccccn12 (stereo not drawn),-2.5%,1.9,38,-0.7%,0.8%,6.8%,0.1%,-5.4%,-1.1%,3.5%
COC(=O)C1C(=O)OC(C)(C)C1C(C)C(=O)c1ccc(C)cc1C (stereo not drawn),4.5%,0.0,47,-0.8%,-0.2%,-2.8%,-5.0%,1.5%,0.7%,1.4%
CCOc1ccc(NC(=O)CN(C)S(=O)(=O)c2cccc3cccnc23)cc1,5.6%,0.0,55,-1.0%,-0.3%,-0.7%,4.5%,-0.9%,-45.2%,7.6%
CC1CCc2sc(C(=O)NCCCn3ccnc3)cc2C1 (stereo not drawn),22.7%,-0.4,59,-0.8%,4.1%[50 µM],6.3%,-3.0%,-3.2%,5.9%,1.9%
CSCCC(NS(=O)(=O)c1ccc(C)cc1)C(=O)NC1CCCCCC1 (stereo not drawn),2.6%,-1.6,58,nt,-0.7%[50 µM],nt,nt,-8.2%,4.6%,0.9%
O=C(CSc1ncnc2ccccc12)N1CCNC1=O,nt,0.2,56,nt,1.1%[50 µM],nt,nt,-10.7%,3.5%,nt
O=C(C1=C[C@H](c2ccc(C(F)(F)F)cc2)C[C@H](OCc2ccc(CO)cc2)O1)N1CCN(Cc2ccccc2)CC1,3.1%,11.2,84,-0.2%,0.5%,8.0%,-0.5%,14.1%,-5.8%,-5.0%
CCN1CCN(CCCCSc2ccccc2)CC1,1.9%,0.5,55,0.1%,nt,27.3%,4.8%,nt,nt,-0.1%
O=C1c2ccccc2S(=O)(=O)N1CC(O)Cn1ccc2ccccc21 (stereo not drawn),23.2%,3.4,61,0.1%,0.4%,5.9%,1.7%,?,3.0%,2.0%
O=C(N=C1SC2CS(=O)(=O)CC2N1c1ccc(Cl)cc1Cl)C1CCCO1 (stereo not drawn),7.3%,0.3,60,1.0%,0.1%,-6.0%,-0.1%,1.8%,-13.4%,3.8%
CCN1CCCC1CNCc1cc(OC)c(OC)c(OC)c1 (stereo not drawn),0.9%,1.8,68,-0.5%,2.1%,0.9%,6.4%,-11.2%,-5.0%,0.8%
N#Cc1nc(-c2ccc(OCc3ccc(Cl)cc3)cc2)oc1N1CCC(C(N)=O)CC1,7.2%,3.1,49,-0.4%,0.0%,3.78µM*,18.0%,2.8%,12.3%,-2.1%
Cc1ccc(C(C)(C)C)c(OCCN2CCCC2)c1,3.6%,1.5,49,-0.4%,0.3%,3.0%,10.8%,-1.9%,18.5%,0.9%
COc1ccccc1-c1noc(CSc2nc(N)cc(=O)[nH]2)n1,10.0%,0.4,45,0.5%,0.1%,9.0%,-5.3%,nt,8.5%,0.1%
Cc1nc2sc(C(c3ccccc3)N3CCN(CCO)CC3)c(O)n2n1 (stereo not drawn),-5.4%,-3.4,43,0.1%,-3.3%,-6.6%,7.4%,-2.8%,4.3%,4.2%
CC(=O)N1CCOc2ccc(S(=O)(=O)NCC3CCC(C(=O)NCCC(C)C)CC3)cc21 (stereo not drawn),27.0%,-0.4,53,1.3%,0.4%,7.2%,13.3%,-3.5%,0.8%,13.2%
COc1ccc2c(c1OC)C[N+]1([O-])CCc3cc4c(cc3C1C2)OCO4 (stereo not drawn),0.1%,-5.0,89,0.0%,2.0%,-8.5%,0.6%,-12.3%,8.5%,1.0%
O=C(c1cc2ccccc2cc1O)N1CCN(c2ccccn2)CC1,9.0%,1.0,60,-0.2%,0.1%,47.6%,4.6%,-3.3%,8.7%,1.4%
CC(=O)C1=C(O)C(=O)N(c2cccc(C(=O)O)c2)C1c1ccc(F)cc1 (stereo not drawn),15.8%,1.5,68,-0.3%,0.5%,3.1%,-6.8%,2.6%,7.1%,2.6%
Cc1ccc(S(=O)(=O)NC(C)(C)CN2CCc3ccccc3C2)cc1,26.0%,4.0,49,0.0%,0.1%,-1.1%,3.3%,-6.3%,9.3%,11.7%
COc1ccc(Br)cc1C1CC(=O)N2CN(C)CSC2=C1C#N (stereo not drawn),76.9µM*,2.8,98,0.3%,-3.2%,87.7%,6.1%,17.3%,11.2%,2.7%
COCCCNC(=O)CNC(=S)N(Cc1ccccc1F)C1CCCCC1,13.4%,-0.5,53,-0.5%,2.2%,-20.4%,-3.2%,-0.8%,3.1%,-0.6%
Cc1cc(NC(=O)COc2ccc(Cl)cc2Cl)n(-c2ccccc2)n1,-3.0%,3.9,50,-0.7%,2.1%,1.2%,-0.9%,-1.6%,13.7%,-1.6%
O=CN1CCN(CC(O)Cn2c3ccccc3c3ccccc32)CC1 (stereo not drawn),14.7%,0.5,66,-0.3%,-0.2%,-1.3%,7.5%,0.0%,5.7%,1.4%
CCOCCCn1c(=NC(=O)c2cccs2)c(C#N)cc2c(=O)n3cccc(C)c3nc21,26.0%,3.6,52,0.3%,-2.9%,-0.5%,-0.1%,?,-8.5%,3.8%
O=C(O)CCCC[C@@H]1SC[C@@H]2NC(=O)N[C@@H]21,12.7%,-2.6,93,0.2%,-1.3%,nt,nt,7.2%,-11.1%,3.0%

# Single entries from above.
# For NTR1 agonist, O=CN1CCN(CC(O)Cn2c3ccccc3c3ccccc32)CC1 (stereo not drawn) is entered as 0.5
# For UTI89 phage lysis, O=C(O)CCCC[C@@H]1SC[C@@H]2NC(=O)N[C@@H]21 is entered as -1.3%

# Screening results (PubChem)
